# MEX-5 binding – C. elegans MEX-5 TCR-2 RNA binding activity; activity score (negative = inhibition of binding), % at 10 µM; AID 1832; MEX-5/FITC-TCR2 RNA binding, fluorescence polarization; hits give low values; 300,000 tested, 0.38% active;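 active = inhibition past about -25% in most replicates, and total fluorescence under double the plate's negative control median, limit read from the data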;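 also: 0% = DMSO and -100% = 5 µM competing unlabeled TCR2 RNA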
# CR mimetic SO – yeast age-related superoxide inhibition as caloric restriction mimetic | S. cerevisiae aged cells, superoxide DHE fluorescence; hits give low values | 330,000 tested, 0.18% active | superoxide response (% of plate mean), % at 10 µM;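 active = superoxide response under a set limit, about three screen SD below normal, cut at about 65% in these data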;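 also: yeast aged for seven days with compound at 30 °C before DHE staining; 100% = average MFI of all compound-treated wells on the plate with controls excluded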
# Bcl-xL primary – blocks human Bcl-xL binding to Bim BH3 peptide; Q07817; GST-Bcl-xL / FITC-Bim BH3 peptide fluorescence polarization; inhibition, % at 10.9 µM; 320,000 tested, 0.7% active; AID 2129;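 active = inhibition above the mean of all tested compounds plus 3 SD, cutoff set per campaign, cut at about 30% in these data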;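 also: 0% = DMSO wells and 100% = unlabeled Bim-BH3 peptide competitor; inhibitors lower millipolarization by displacing the labeled peptide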
# Target sequence (Q07817 whole entry, looked up): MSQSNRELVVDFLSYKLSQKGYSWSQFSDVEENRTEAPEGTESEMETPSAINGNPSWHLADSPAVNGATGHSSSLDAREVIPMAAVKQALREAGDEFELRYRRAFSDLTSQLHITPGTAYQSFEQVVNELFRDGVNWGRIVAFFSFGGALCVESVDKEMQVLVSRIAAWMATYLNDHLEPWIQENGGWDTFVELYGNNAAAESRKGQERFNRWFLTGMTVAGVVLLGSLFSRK
# GRK2 aptamer HTS – inhibitors of human GRK2 displacing RNA aptamer; P25098; bead flow cytometry, FAM-aptamer displacement from GRK2; inhibition of aptamer binding, % at 10 µM; 330,000 tested, 0.59% active;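 active = inhibition of aptamer binding above 40%, roughly 3 SD of noise, on plates passing a quality check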;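 also: median bead fluorescence of bound FAM aptamer so fluorescent compounds give negative values; no value below 0 was filed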
# Target sequence (P25098 whole entry, looked up): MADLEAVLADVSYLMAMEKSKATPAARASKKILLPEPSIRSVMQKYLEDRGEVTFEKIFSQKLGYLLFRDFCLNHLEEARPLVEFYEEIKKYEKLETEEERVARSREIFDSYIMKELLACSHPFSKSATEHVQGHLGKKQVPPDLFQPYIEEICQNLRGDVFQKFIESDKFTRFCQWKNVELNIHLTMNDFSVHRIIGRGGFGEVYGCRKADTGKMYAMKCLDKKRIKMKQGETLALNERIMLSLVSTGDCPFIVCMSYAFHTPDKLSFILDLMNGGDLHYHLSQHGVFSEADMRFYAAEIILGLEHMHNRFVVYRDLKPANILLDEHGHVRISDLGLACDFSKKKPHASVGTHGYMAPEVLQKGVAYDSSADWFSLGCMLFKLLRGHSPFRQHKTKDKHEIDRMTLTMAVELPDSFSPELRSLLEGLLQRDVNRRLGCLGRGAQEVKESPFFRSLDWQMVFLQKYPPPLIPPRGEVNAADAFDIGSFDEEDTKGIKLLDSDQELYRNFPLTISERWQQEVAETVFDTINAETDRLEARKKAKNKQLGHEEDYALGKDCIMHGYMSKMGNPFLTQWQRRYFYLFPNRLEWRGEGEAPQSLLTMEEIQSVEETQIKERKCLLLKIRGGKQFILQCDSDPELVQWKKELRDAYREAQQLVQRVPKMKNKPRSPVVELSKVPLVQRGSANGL
# AGP1-GFP MLPCN – yeast TOR pathway AGP1-GFP modulation; S. cerevisiae AGP1-GFP multiplex flow cytometry, 3 h; GFP as percent of DMSO wells; GFP response vs DMSO, % at 10 µM; 320,000 tested, 0.02% active; AID 2066;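 active = GFP response relative to DMSO above a set limit, near screen average plus 3 SD, cut at about 150% in these data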;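 also: median GFP channel fluorescence of the gated AGP1 strain per well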
# VLA-4 inh – inhibition in a human VLA-4 binding assay. P13612. VLA-4 expressing cells, ligand binding flow cytometry. inhibition, % (about 7 µM as worked out from the volumes in the protocol). 330,000 tested, 0.2% active; in the data active = inhibition above about 50%
# CIT2-GFP yeast – yeast TOR pathway CIT2-GFP modulation | AID 2029 | GFP response vs DMSO, % at 10 µM | 320,000 tested, 0.065% active | S. cerevisiae CIT2-GFP strain, flow cytometry, 3 h; 100 means same as DMSO wells;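 active = GFP response relative to DMSO above a set limit, near the screen mean plus 3 SD, cut at about 150% in these data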;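 also: ratio of well median GFP fluorescence to mean of DMSO wells on the plate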
# MCL1-BIM inh – MCL1-BIM-BH3 interaction inhibition (human) | Q07820 | GST-MCL1 / FITC-Bim-BH3 fluorescence polarization | inhibition, % at 10.9 µM | 320,000 tested, 0.68% active;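 active = inhibition above the mean inhibition of all tested compounds plus 3 SD, set per campaign, cut at about 40% in these data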;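 also: 0% = DMSO wells and 100% = unlabeled Bim-BH3 peptide control; higher means more loss of mP so more displacement of Bim peptide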
# GLD-1 RNA inh – GLD-1-TGE RNA interaction inhibition (C. elegans). Q17339. purified GLD-1 + fluorescein TGE RNA, fluorescence polarization. inhibition, % at 5.96 µM. 320,000 tested, 0.44% active. AID 2280;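 active = percent inhibition above a per-plate cutoff, the plate mean of test compounds plus 3 SD, cut at about 30% in these data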;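 also: 0% = DMSO wells with GLD-1 and probe and 100% = wells lacking GLD-1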
# The depositor's hits bear a star; / = no result given. Compounds were not picked by outcome; about 2.1% have a hit in one of these screens.
nr	structure	MEX-5 binding	CR mimetic SO	Bcl-xL primary	GRK2 aptamer HTS	AGP1-GFP MLPCN	VLA-4 inh	CIT2-GFP yeast	MCL1-BIM inh	GLD-1 RNA inh
1	CCOC(=O)c1[nH]c(C)c(C(=O)N2CCc3ccccc32)c1C	1.6	96	2	0	104	15	100	2	2
2	O=c1cc(C(F)F)oc2c1ccc1ccccc12	1.1	148	-1	0	103	1	108	1	6
3	C(=N\c1nc2ccccc2n1CCN1CCCCC1)/c1cccs1	0.6	110	0	1	95	-10	90	4	-4
4	O=C(Nc1cccc(F)c1)/C(=C\c1ccco1)NC(=O)c1cccs1	-2.0	94	-7	0	98	18	96	-15	-8
5	Cc1ccc(C)c(NC(=O)CCC(=O)N/N=C/c2cccnc2)c1	/	77	/	0	96	-4	93	/	/
6	CCN(CC)S(=O)(=O)c1ccc(Oc2ccccc2)cc1	3.4	112	-4	1	/	-6	87	2	2
7	O=C(Nc1cc(S(=O)(=O)N2CCOCC2)ccc1N1CCCCC1)c1ccccc1	/	88	3	1	98	-12	97	0	4
8	COc1ccc(Cl)c(OC)c1C(=O)NC(=O)Nc1c(F)cc(F)cc1F	1.1	98	8	3	/	11	/	2	-2
9	O=C(Nc1ccc2nccnc2c1)Nc1ccccc1Cl	-2.3	77	7	0	98	-10	104	-4	7
10	COc1ccc(OC)c(C2C(C(=O)c3ccccc3)=C(C)Nc3nc4ccccc4n32)c1 (centres undefined)	-1.6	104	3	1	97	-8	92	6	1
11	CCOC(=O)c1ccc(Nc2nc(C(=O)OCC)nc3ccccc23)cc1	-0.4	108	13	0	/	3	99	6	6
12	Cn1c(SCC(=O)Nc2ccccc2Br)nnc1-c1cnccn1	-3.2	97	6	2	102	-178	106	-6	5
13	CC(C)C(=O)Nc1ccc(C(=O)N2CCCCCC2)cc1	0.2	100	1	0	101	21	104	-4	-1
14	CCOC(=O)C1CCN(c2nc(-c3ccc(Br)cc3)nc3ccccc23)CC1	-3.8	101	4	2	99	-4	98	2	2
15	Cn1c(SCC(=O)NCCc2ccc(S(N)(=O)=O)cc2)nc2ccccc2c1=O	-0.5	100	2	/	100	-5	100	-4	7
16	Cc1ccc(C)c(N2CCN(C(=O)c3cc4ccccn4n3)CC2)c1	-29*	101	49*	2	109	-8	114	44*	24
17	O=C(Cc1ccccc1)NCC(=O)N1CCCCC1	1.7	90	-1	1	105	-7	97	-1	3
18	CCc1[nH]nc2c1C(c1cccnc1)C(C#N)=C(N)O2 (centres undefined)	-3.0	118	6	0	98	3	91	0	-3
19	COc1ccc2oc(C(=O)OC(C)C(=O)Nc3ccc(N4CCOCC4)cc3)c(C)c2c1 (centres undefined)	/	100	-9	4	100	-39	98	-18	-5
20	COc1cc(C(=O)Nc2ccccc2-c2nnn(CC(N)=O)n2)cc(OC)c1OC	-1.3	106	4	0	94	12	87	6	3
21	NC(=O)/C=C/C(=O)Nc1ccc(Cl)cc1	1.1	102	11	2	106	7	101	10	4
22	CC(=O)c1c(N)n(C)c(=O)n(C)c1=O	0.2	99	-3	0	102	14	102	3	6
23	COc1cccc(NC(=O)c2ccc(NCCCN3CCC(C)CC3)c([N+](=O)[O-])c2)c1	2.1	99	9	0	97	14	93	7	0
24	Cc1ccc(S(=O)(=O)Cc2ccc(C(=O)N3CCN(Cc4ccccc4)CC3)o2)cc1	-0.5	96	6	11	99	-12	96	12	7
25	O=C(Cn1cc(C(F)(F)F)ccc1=O)N1CCCc2ccccc21	/	97	/	0	98	15	91	/	0
26	COc1cc(C)ccc1OCc1cc(C(=O)NC(C)Cn2cncn2)no1 (centres undefined)	3.1	96	4	3	98	15	103	-3	6
27	Cc1occc1-c1nnc(SCC(=O)N2CCOCC2)n1Cc1ccco1	-1.7	101	8	0	101	-3	88	10	-5
28	NC(=O)C1CCN(CC(O)CSc2ccccc2)CC1 (centres undefined)	0.3	92	1	0	107	10	97	-2	4
29	COc1ccccc1OCc1nc(Cc2ccc(Cl)cc2)no1	1.8	109	6	1	97	3	91	4	0
30	Cc1cc(C)nc(/N=C(\N)Nc2ccc(S(=O)(=O)Nc3nc(C)cc(C)n3)cc2)n1	-0.8	85	8	0	98	10	99	6	3
31	CC1=NNC(=O)C1CC(=O)N/N=C/C=C/c1ccccc1 (centres undefined)	-1.5	109	8	0	103	6	105	4	2
32	Cc1ccccc1OCCC(=O)N1CCN(S(=O)(=O)c2ccccc2F)CC1	2.3	91	1	4	100	10	98	-2	-3
33	COc1ccc(C)cc1NC(=O)CN1CCN(c2ccccn2)CC1	-0.8	103	2	0	109	10	108	12	-2
34	COC(=O)C(C)N=Cc1ccccc1 (centres undefined)	-0.7	94	6	0	92	9	95	7	-4
35	Cc1ccc(C(=O)N/C(=C\c2cccc([N+](=O)[O-])c2)C(=O)OCN2C(=O)c3ccccc3C2=O)cc1	-0.2	102	3	0	89	19	95	3	5
36	CCOc1ccc(NC(=O)CSc2n[nH]c(=O)n2-c2ccccc2)cc1	-0.3	83	-1	1	107	-7	102	1	-1
37	COc1ccc(NS(=O)(=O)c2cccc(C(=O)O)c2)cc1	0.4	164	12	0	102	-10	107	13	6
38	CCOc1ccc(N2C(=O)CC(N(Cc3ccco3)C(=O)CC)C2=O)cc1 (centres undefined)	-3.2	97	-1	0	103	3	101	8	24
39	NS(=O)(=O)c1ccc(CNC(=O)c2ccc(S(=O)(=O)NCc3ccco3)cc2)cc1	/	91	1	0	100	-2	95	4	5
40	COc1ccc(NC(C)=O)cc1NC(=O)CN1CCN(CC(=O)Nc2ccc(Cl)cc2)CC1	4.3	95	1	0	103	7	103	2	0
41	CCn1c(SCC(=O)Nc2ccc(N3CCOCC3)cc2)nnc1-c1ccncc1	2.7	103	1	1	99	-9	114	-3	11
42	COc1ccc(NC(=O)c2ccc[n+]([O-])c2)cc1	2.1	94	6	0	102	8	99	7	4
43	Cc1ccc(OCC(=O)Nc2ccccc2-c2ccccc2NC(=O)COc2ccc(C)cc2)cc1	3.6	92	2	9	105	-7	112	2	3
44	O=C1NC(=S)N(C(=O)c2ccc(F)cc2)/C1=C/c1cccnc1	0.7	92	4	1	107	1	97	-5	2
45	Cc1cc(N2CCOCC2)n2cc(-c3ccc(F)cc3)nc2n1	0.8	115	-4	2	94	4	100	-1	-6
46	O=C(c1cc2c(=O)n3ccccc3nc2s1)N1CCN(Cc2ccccc2)CC1	2.2	92	4	2	96	0	97	3	19
47	Cn1c(N)c(C(=O)COC(=O)C(Cc2ccccc2)NC(=O)c2ccccc2)c(=O)n(C)c1=O (centres undefined)	1.0	95	-5	0	95	11	98	-8	-1
48	CCOc1cc(C(C(=O)NCC2CCCO2)N(C(=O)Cn2nnc3ccccc32)c2ccccc2C(C)=O)ccc1O (centres undefined)	1.5	97	5	0	104	-9	109	5	11
49	Cc1ccc(OC(=O)CCC(=O)Nc2ccc(C)c(C)c2)cc1	/	114	2	0	101	12	97	3	-2
50	CCCC(=O)Nc1c(-c2ccccc2Cl)c(=O)c2ccccc2n1C	2.0	94	0	0	103	2	104	-5	-1
51	C=CCNC(=O)/C(C#N)=C\c1cc(Cl)c(OCC)c(OC)c1	2.5	63*	1	1	/	7	/	6	3
52	C/C(=N\NC(=O)c1c(-c2ccccc2Cl)noc1C)c1cccc(NC(=O)C(C)C)c1	-2.4	98	3	0	102	5	113	3	-6
53	CCOC(=O)c1cc(CC)sc1NC(=O)COC	-0.1	122	2	0	85	20	86	0	7
54	COC(=O)NNC(=O)/C=C/c1ccccc1	-1.9	92	1	5	97	-9	102	-2	-4
55	O=C(COc1ccccc1Cl)NCCNC(=O)c1ccco1	0.6	84	-2	0	100	4	100	3	4
56	COc1ccc(/C=N/Nc2nc3ccccc3[nH]2)cc1OC	-0.7	89	-1	1	100	0	97	4	-6
57	COC(=O)c1ccc(OCC(O)CN2CCN(C(=O)c3ccco3)CC2)c(OC)c1 (centres undefined)	-1.5	91	7	2	106	10	107	3	5
58	O=C(NCCCc1ccccc1)c1cc([N+](=O)[O-])ccc1Cl	-1.4	98	2	11	91	33	100	13	3
59	N#CC1=C(N)N2C(=C(C#N)C1c1cccc(Br)c1)Nc1ccccc12 (centres undefined)	-7.1	106	3	6	95	-9	102	1	-2
60	CN(C)S(=O)(=O)c1ccc(C(=O)NCCc2ccco2)cc1	-1.9	101	3	4	101	7	99	3	3

# Later entries:
nr	structure	MEX-5 binding	CR mimetic SO	Bcl-xL primary	GRK2 aptamer HTS	AGP1-GFP MLPCN	VLA-4 inh	CIT2-GFP yeast	MCL1-BIM inh	GLD-1 RNA inh
61	COc1ccc(-c2cc(C(=O)O)c3sc(N4CCCCC4)nc3n2)cc1OC	-0.6	86	12	1	103	8	98	10	9
62	COc1cc(C(=O)O)ccc1OCc1c(C)noc1C	-1.6	96	5	0	107	2	109	1	3
63	CCOC(=O)c1c(O)c2c([nH]c1=O)CCCC2	2.0	99	4	1	93	-6	83	3	4
64	Cc1ccc(-n2c(SCC(=O)Nc3nccs3)nc3c(c2=O)SCC3)cc1	-2.7	105	5	3	99	16	103	-1	3
65	COc1ccc(NC(=S)NCc2ccc(F)cc2)cc1	1.4	87	2	2	86	-4	85	9	0
66	CC12CCC(=O)N1C(C(=O)N1CCN(c3ccccc3)CC1)CS2 (centres undefined)	-1.6	98	-2	2	120	10	110	-6	-7
67	CCN(CC)c1ccc(C2C(C(=O)Nc3ccccn3)=C(C)NC3=C2C(=O)CC(C)(C)C3)cc1 (centres undefined)	1.3	111	3	0	98	5	93	2	-2
68	O=Cc1cn[nH]c1-c1ccccc1	2.6	109	-3	0	98	14	98	-4	2
69	O=C(N/N=C/c1ccccc1O)c1cccc2ccccc12	-0.8	103	/	0	89	3	94	/	/
70	NS(=O)(=O)c1cc(C(=O)Nc2ccc3c(c2)CCC3)ccc1Cl	0.4	97	5	7	104	4	94	-2	-3
71	CN(C)S(=O)(=O)c1ccc(N2CCCC2)c(C(=O)NCC2CCCO2)c1 (centres undefined)	1.6	101	4	1	113	3	106	-1	0
72	CC(C)(C)c1ccc(OCC(=O)NCC(c2cccs2)N2CCOCC2)cc1 (centres undefined)	-0.3	111	2	2	104	2	102	-6	4
73	Cc1nn(-c2ccccc2)c2c1C(c1ccncc1)C(C#N)=C(N)O2 (centres undefined)	0.6	92	17	0	109	0	109	13	8
74	CCC/C=C(\CCC)C(NS(=O)(=O)c1cccc2cccnc12)c1ccc(C(=O)OC)cc1 (centres undefined)	3.0	92	-1	1	85	14	84	2	3
75	Cc1cccnc1NC(=O)C1CCC1	2.4	108	8	3	100	1	103	12	1
76	Cc1cc(SCC(=O)N/N=C/c2ccc(C(=O)O)cc2)nc2ccccc12	0.2	89	-1	19	97	-8	100	4	0
77	CSc1ncc(C(=O)Nc2cccnc2)c(C(F)(F)F)n1	-3.4	97	/	0	106	-1	105	/	/

# 3 compounds from above with just GLD-1 RNA inh and CR mimetic SO:
no. | SMILES | GLD-1 RNA inh | CR mimetic SO
73 | Cc1nn(-c2ccccc2)c2c1C(c1ccncc1)C(C#N)=C(N)O2 (centres undefined) | 8 | 92
74 | CCC/C=C(\CCC)C(NS(=O)(=O)c1cccc2cccnc12)c1ccc(C(=O)OC)cc1 (centres undefined) | 3 | 92
75 | Cc1cccnc1NC(=O)C1CCC1 | 1 | 108

# Screening results from PubChem BioAssay.
